IDH1 R132H inh: inhibitors of human mutant IDH1 R132H; O75874; IDH1-R132H enzyme, NADPH consumption, diaphorase/resazurin fluorescence; Potency, µM (titrated, usually from 76.6 µM), inactives show top-dose activity change, negative = inhibition, most hits filed as inhibitors; actives 0.093% (n = 390,000); AID 602179; note: potency is the fitted concentration of half-maximal effect; % is set by controls: 0 for no effect and ±100 for the full control effect; nearly all actives have a fitted effect of over 65% in size
Target sequence (O75874 whole entry R132H, stated change not applied): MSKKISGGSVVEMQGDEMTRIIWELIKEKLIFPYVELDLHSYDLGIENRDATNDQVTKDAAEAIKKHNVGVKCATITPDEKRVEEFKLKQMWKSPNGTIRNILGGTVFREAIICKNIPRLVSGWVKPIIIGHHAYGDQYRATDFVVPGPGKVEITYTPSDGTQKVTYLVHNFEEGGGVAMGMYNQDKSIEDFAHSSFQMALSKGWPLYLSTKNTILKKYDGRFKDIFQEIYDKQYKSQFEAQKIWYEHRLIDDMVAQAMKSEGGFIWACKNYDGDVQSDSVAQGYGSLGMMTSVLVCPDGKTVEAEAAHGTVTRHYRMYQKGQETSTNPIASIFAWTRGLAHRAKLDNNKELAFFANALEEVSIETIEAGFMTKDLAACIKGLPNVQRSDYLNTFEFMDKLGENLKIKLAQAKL
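IDH1-R132H (0.5 ug/mL) preincubated 30 min with compound, then NADPH (0.016 mM) and alpha-KG (2 mM) added; 80 min at RT, pH 7.5. Remaining NADPH coupled via diaphorase/resazurin to fluorescence (540/590 nm); concentration-response curves normalized to no-enzyme control.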
TrxR1 substrate: substrates of rat thioredoxin reductase 1. O89049. purified TrxR1 substrate turnover, NADPH consumption readout. Potency, µM (top dose mostly 114 µM), for the others: top-dose activity change, negative = substrate turnover. actives 0.01% (n = 390,000). AID 588456; note: potency is the fitted concentration of half-maximal effect; % is set by controls: 0 for no effect and ±100 for the full control effect; nearly all actives have a fitted effect of over 50% in size
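Rat TrxR1, dispensed at 90 nM, was prereduced with 400 uM NADPH (final) for 5 min at ~22 deg C, then incubated with compound 15 min before 400 uM selenite. A first-read NADPH fluorescence drop versus no-compound background flagged substrates.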
Pin1 inhibitor: blocks the human prolyl isomerase Pin1 | Potency, µM (titrated, usually from 115 µM), inactives show at the highest dose activity, negative = inhibition, hits mostly inhibitors | actives 0.009% (n = 390,000) | AID 504891 | Q13526 | Pin1 FP peptide displacement, HiFluor488, 10 min; active = well fitted inhibition curve with a large enough effect in the polarisation, with a control signal flat, not every such curve was filed as active; inconclusive = small, poorly fitted or top-dose-only effect, or effect the other way, or a change in a side signal; inactive = no such curve, though single readings can be large or run the other way; the % refers to the polarisation; note: potency is the fitted concentration of half-maximal effect; % is set by controls: 0 for no effect and ±100 for the full control effect
Target sequence (Q13526 whole entry, looked up): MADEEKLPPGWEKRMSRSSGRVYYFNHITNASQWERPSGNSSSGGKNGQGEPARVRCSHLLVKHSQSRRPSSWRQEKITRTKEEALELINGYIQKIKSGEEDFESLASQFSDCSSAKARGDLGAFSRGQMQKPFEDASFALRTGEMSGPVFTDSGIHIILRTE
PI4K2A block: blocks human PI4K2A kinase activity; AID 1346378; actives 0.13% (n = 420,000); purified PI4K2A, ADP-Glo luminescence, 1 h; stronger effect = lower value; activity change, negative = inhibition, % at 76.9 µM; in the data active = activity change below about -50%; inconclusive = mostly about -30% to -49%;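 note: -100% = wells without enzyme as full effect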
Target sequence (Q9BTU6 whole entry, looked up): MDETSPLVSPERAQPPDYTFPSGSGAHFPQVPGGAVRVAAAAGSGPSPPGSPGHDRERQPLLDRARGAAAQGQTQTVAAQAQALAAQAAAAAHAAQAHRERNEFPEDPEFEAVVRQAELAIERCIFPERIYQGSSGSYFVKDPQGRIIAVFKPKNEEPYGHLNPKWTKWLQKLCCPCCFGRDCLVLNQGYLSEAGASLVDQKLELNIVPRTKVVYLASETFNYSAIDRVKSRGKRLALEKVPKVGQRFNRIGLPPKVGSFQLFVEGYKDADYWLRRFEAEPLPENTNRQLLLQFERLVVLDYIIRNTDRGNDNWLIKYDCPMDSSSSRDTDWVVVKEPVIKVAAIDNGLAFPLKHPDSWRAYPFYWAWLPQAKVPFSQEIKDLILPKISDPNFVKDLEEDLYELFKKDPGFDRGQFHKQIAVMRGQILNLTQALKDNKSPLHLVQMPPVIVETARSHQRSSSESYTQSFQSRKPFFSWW
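Compounds are screened against recombinant PI4K2A using PI as substrate and ATP, the latter dispensed at 300 microM. Reactions run one hour at ambient temperature before ADP-Glo detection; full inhibition defined by wells lacking enzyme.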
GLS inh: glutaminase GLS (human) inhibition; GLS enzymatic activity, qHTS titration; Potency, µM (top dose mostly 45.5 µM), inactives show top-dose activity change, negative = inhibition, usual class: inhibitors; actives 0.21% (n = 410,000); note: potency is the fitted concentration of half-maximal effect; % is set by controls: 0 for no effect and ±100 for the full control effect
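Human kidney-isoform GLS in 45 mM KH2PO4 pH 8.2, 0.02% Tween-20, with compound, started with 1mM L-Glutamine (added stock). Glutamate oxidase/HRP/Amplex red coupled fluorescence read at start and after 30 min at RT.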
Tb PGK inh: T. brucei PGK inhibition. P07378. PGK/GAPDH coupled, Kinase-Glo luminescence, 60 min. Potency, µM (doses to about 57.5 µM), inactives show at the top dose activity change, negative = inhibition, usual class: inhibitors. actives 0.043% (n = 380,000). AID 602233; note: potency is the fitted concentration of half-maximal effect; % is set by controls: 0 for no effect and ±100 for the full control effect; nearly all actives have a fitted effect of over 60% in size
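Recombinant glycosomal PGK reaction used 1,3-bisphosphoglycerate generated in-well by GAPDH (100nM final) in 100mM TEA pH 7.6, 5mM MgCl2, 0.01% Tween-20. After 60 minutes at room temperature, ATP was read by Kinase-Glo Plus luminescence end-point.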
USP1 inh: blocks the human USP1/UAF1 deubiquitinase complex; O94782; recombinant USP1/UAF1, Ub-Rhodamine cleavage fluorescence; Potency, µM (series often up to 57.1 µM), inactives show top-dose activity change, negative = inhibition, usual class: inhibitors; actives 0.23% (n = 390,000); AID 743255; note: potency is the fitted concentration of half-maximal effect; % is set by controls: 0 for no effect and ±100 for the full control effect; nearly all actives have a fitted effect of over 60% in size; inactives centre near -12
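Step one: compound is pinned into 1nM USP1/UAF1 in HEPES pH 7.8 buffer with TCEP. Step two: 15 min room-temperature incubation. Step three: Ub-Rho (150nM final) starts cleavage, tracked by fluorescence over six one-minute reads.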
TrxR1 inh: rat TrxR1 inhibition; AID 588453; Potency, µM (top dose mostly 114 µM), inactives show at the highest dose activity change, negative = inhibition, most hits filed as inhibitors; actives 1% (n = 390,000); recombinant rTrxR1, NADPH fluorescence consumption, selenite substrate; O89049; note: potency is the fitted concentration of half-maximal effect; % is set by controls: 0 for no effect and ±100 for the full control effect; nearly all actives have a fitted effect of over 65% in size
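Rat TrxR1 (90 nM in the dispensed reagent) was pre-reduced with 400 uM NADPH for 5 min at room temperature, then incubated with compound for 15 min. After 400 uM selenite was added, NADPH fluorescence (Ex 340/Em 450 nm) was followed for 8 min.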
HP1b chromo inh: inhibitors of HP1-beta chromodomain binding to methylated histone tails. P83916. AlphaScreen HP1-beta / biotin-H3K9me3 peptide binding. Potency, µM (series often up to 114 µM), inactives show top-dose activity change, negative = inhibition, actives largely listed as inhibitors. actives 0.56% (n = 390,000). AID 540317; note: potency is the fitted concentration of half-maximal effect; nearly all actives have a fitted effect of over 70% in size; inactives centre near 23
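AlphaScreen: HP1-beta (50 nM) preformed 30 min with biotin-H3(1-18)K9me3 peptide (50 nM) in PBS pH 7.4, 0.01% Tween-20. Compound added for 30 min at RT, then streptavidin donor/nickel chelate acceptor beads (10 ug/mL) for 30 min.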
* marks the source's active call; other numbers are inactive results; i = inactive; ? = inconclusive; nt = no result given; [ ] = remark or other dose. Unless noted, calls come from the whole dose curve; as a rule, active = well fitted curve in the direction sought with a large enough effect; inconclusive = small, poorly fitted or top-dose-only effect, or another doubt; inactive = no such curve, though single readings can be large; an effect the other way counts as inactive or inconclusive. An excerpt, so the mix of outcomes need not match the whole.

Every second line gives: IDH1 R132H inh, TrxR1 substrate, Pin1 inhibitor, PI4K2A block, GLS inh, Tb PGK inh, USP1 inh, TrxR1 inh, HP1b chromo inh
- COc1ccccc1NS(=O)(=O)c1cccc(C(=O)NCC(c2ccccc2OC)N2CCCC2)c1 (centres undefined)
  8%, -4%, 6%, 0, -4%, -1%, -14%, -3%, 26%
- CC1(C)CC(NC(=O)c2cc(Cl)ccc2Cl)CC(C)(C)N1
  5%, -8%, -10%, 4, 5%, -16%, -13%, 13%[57.1 µM], 23%
- O=C(c1sc2ccccc2c1Cl)N1CCN(c2ccccn2)CC1
  2%, 6%, -5%, 4, -3%, -6%, -28%, 29%, 18%
- CC1CN(C(=O)Nc2ccc(Br)cc2Cl)CC(C)O1 (centres undefined)
  3%, 4%, 6%, 1, -22%, 0%, -1%, 13%[57.1 µM], 33%
- CCc1ccc(NC(=O)C2CCN(C(=O)N3CC(CC)Oc4ccccc43)CC2)cc1 (centres undefined)
  -14%, 10%[11.4 µM], 2%, 1, -3%, 7%, -13%, 37%[11.4 µM], 11%
- CCNc1nc(NCC)n2c(SCC(=O)NCC3CCCCC3)nnc2n1
  15%, 6%[57.1 µM], -4%, 12, -10%, -7%, 3%, 16%[57.1 µM], 6%
- CCOC(=O)C(=O)Cc1cccnn1
  0%, -8%, nt, -18, -5%, ?, ?, 0%[57.1 µM], ?
- Cc1ccc(SCC(=O)OCC(=O)NCCc2ccc(S(N)(=O)=O)cc2)c(C)c1
  3%, -7%[2.29 µM], -1%, 1, -9%, i, -24%, -12%[2.29 µM], 12%[57 µM]
- Cc1cc(C)nc(NS(=O)(=O)c2ccccc2)n1
  -1%, 14%, -1%, -8, 11%, -2%, -6%, 21%, 15%
- CCOc1cccc(C(=O)Nc2ccc(-c3nc4cc(C)cc(C)c4o3)cc2)c1
  -10%, 24%, 3%, -6, -2%, -3%, -11%, -16%, 17%
- CC(=O)Nc1ccc(C(O)(C(F)(F)F)C(F)(F)F)cc1
  10%, -15%[57.1 µM], -13%, 0, -6%, i, -9%, 29%[57.1 µM], 50%[activator]
- CC(C)n1c(SCC(=O)Nc2ccccc2)nc2c1c(=O)n(C)c(=O)n2C
  1%, 3%[57.1 µM], -12%, -7, -15%, i, -14%, 22%[57.1 µM], 15%
- CC(C)N(C(=O)[C@H]1C[C@H](CC(=O)NCCC2=CCCCC2)C(=O)N2CCc3c([nH]c4ccc(Cl)cc34)[C@]12C)C(C)C
  4%, -8%, ?, -4, 0%, -3%, -8%, 24%, -5%
- COc1ccc(CNCCCSc2nnnn2-c2ccccc2)cc1
  -13%, -7%, 0%, 2, 2%, 1%, -20%, 4%, 53%[activator]
- Cn1c(=O)c2sccc2n2c(CCCC(=O)NCc3ccc(F)cc3)nnc12
  3%, 8%, 0%, 1, 3%, i, -24%, 14%[0.457 µM], 5%
- COc1ccc(C(=O)NCCS(=O)(=O)NCc2ccccc2)cc1
  4%, -6%, 3%, -3, 0%, i, -13%, 1%, 22%
- Cc1c(C(=O)N/N=C/c2ccc(Cl)cc2)[nH]c2ccc(Cl)cc12
  7%, -2%, 3%, 0, -5%, -9%, -18%, 11%, 33%
- Cc1noc(C)c1S(=O)(=O)N1CCCC1C(=O)NC(C)(C)C (centres undefined)
  3%, -12%, 2%, -3, -3%, -6%, -17%, -11%, 46%[activator]
- O=C(CSc1nc2c(c(C(F)(F)F)n1)CCc1ccccc1-2)NCc1ccco1
  6%, 7%[57.1 µM], 12%, 1, -1%, -9%, -7%, -12%[57.1 µM], 9%
- COc1ccc(C(C)(C)C)cc1NC(=O)CCc1c(C)noc1C
  1%, -1%, -1%, -4, 0%, -1%, -18%, 5%, 64%[activator]
- O=C(Nc1ccc(-c2cscn2)cc1)C1CCCN(Cc2ccccc2)C1 (centres undefined)
  -6%, -8%, 4%, 0, 4%, 7%, -7%, 3%, 9%
- O=c1[nH]cc(C(F)(F)F)cc1NS(=O)(=O)c1ccc([N+](=O)[O-])cc1
  6%, -4%[57.1 µM], 6%, -2, -16%, 0%, -6%, 24%[57.1 µM], 1%
- CCOC(=O)C1(Cc2ccc(OC)cc2)CCN(C(=O)c2ccc3[nH]ccc3c2)CC1
  -9%, -9%, -9%, -2, -3%, -2%, -13%, 2%, -6%
- O=C(O)C(Cc1c[nH]c2ccccc12)NS(=O)(=O)c1ccc(Cl)c(C(F)(F)F)c1 (centres undefined)
  -3%, 4%, -5%, -5, 3%, -6%, -12%, 14%, -3%
- CCOC(=O)CSc1nnc([C@@H](NC(=O)OC(C)(C)C)C(C)C)o1
  10%, -2%[57.1 µM], 3%, 4, -2%, -2%, -19%, 18%[57.1 µM], 34%
- Cc1ccccc1NC(=O)C1CCCN(C(=O)Nc2ccc(F)cc2)C1 (centres undefined)
  -9%, 8%, -2%, -1, -12%, -8%, -23%, 26%, 12%
- Cc1nc2ccccc2c2oc(C(=O)NCCN3CCN(C)CC3)cc12
  -5%, 5%[57.1 µM], -6%, 3, 1%, -9%, -8%, 5%[57.1 µM], 25%
- S=c1nc(-c2ccccc2)[nH]n1-c1ccccc1
  0%, 9%, -1%, -11, ?, -2%, -9%, -8%, ?
- CC(=O)NC1=C(N(C)C2CCS(=O)(=O)C2)C(=O)c2ccccc2C1=O (centres undefined)
  10%, 6%[57.1 µM], -2%, -28, 74%[activator], -5%, ?, -43%, 10%
- C=C(C)C(=O)N1CC2(CC(c3cccc(NC(=O)/C=C\C)c3)=NO2)C[C@H]1C(N)=O (some centres undefined)
  11%, 2%, -1%, -2, -3%, -1%, -13%, 6%, 40%[activator]
- CC(=O)N1CCCN(C(=O)c2ccc3nc(Cc4ccccc4F)oc3c2)CC1
  4%, -9%, -3%, 4, 4%, -2%, -1%, -5%, 16%
- O=C(OCn1nnc2ccccc2c1=O)c1cc2ccccc2o1
  -1%, 1%[57.1 µM], -3%, -5, -1%, -7%, -14%, 5%[57.1 µM], 42%[activator]
- CCCCNC(=O)OCC(CC)NC(=O)OCC(C)C (centres undefined)
  2%, 13%[57.1 µM], -4%, -3, 13%, -5%, -6%, 23%[57.1 µM], 25%
- O=C(c1ccccc1)C1CCN(CC(=O)N2CCN(c3ccccc3)CC2)CC1
  -7%, -3%, 1%, -1, 18%, i, -10%, 5%, 18%
- FC(F)(F)c1nc(NCc2cccnc2)c2ccccc2n1
  6%, 1%, -9%, -3, -8%, -4%, -5%, 6%, 30%
- CC1(C)NC(=O)N(CCOc2cccc(Oc3ccccc3)c2)C1=O
  5%, -7%, -5%, 2, 0%, -14%, -10%, 10%, 23%
- Clc1ccc(-c2nnnn2-c2ccc(Cl)cc2)cc1
  8%, -12%, -2%, 3, -5%, 0%, -11%, -11%, 55%[activator]
- COC(=O)C1=C(N)Oc2cc(C)n(Cc3cccnc3)c(=O)c2C1c1cccc(OC)c1OC (centres undefined)
  2%, -11%[11.4 µM], -9%, -17, 4%, i, -17%, 6%[11.4 µM], 19%
- O=C(COC(=O)CNC(=O)c1cccs1)Nc1ccc(C(F)(F)F)cc1[N+](=O)[O-]
  12%, -6%[57.1 µM], -1%, -1, 2%, -6%, -13%, -9%[57.1 µM], -26%
- CC(=O)Nc1ccc(S(=O)(=O)Nc2cccc(-n3cnnn3)c2)cc1
  -8%, 1%, -6%, -1, 0%, i, -21%, 20%, 30%
- Cc1oc(-c2ccccc2Cl)nc1CS(=O)CC(=O)NCc1ccco1 (centres undefined)
  5%, 3%, -1%, 2, 2%, 7%, -8%, -1%, 4%[57 µM]
- Cc1cc(/C=C2/C(=N)N3C(c4ccccc4)=CSC3=NC2=O)c(C)n1-c1ccccc1
  -3%, 11%[57.1 µM], 15%, -8, -5%, -4%, -19%, 11%[57.1 µM], 35%
- Cc1cc2[nH]c(=O)c(=O)[nH]c2cc1S(=O)(=O)Nc1cccc(C(F)(F)F)c1
  0%, -3%, 3%, 0, 7%, 1%, -23%, 12%, 23%
- COCCn1c(SCc2nnc(-c3ccccc3)o2)nc2sc3c(c2c1=O)CCC3
  -3%, -1%, 2%, -2, 2%, -2%, -22%, 11%, 26%
- COc1ccc(NC(=S)NC(=O)c2csnn2)cc1
  0%, 1%[57.1 µM], 0%, -2, 1%, -1%, -19%, ?, 25%
- CC1NC(=O)N(C)C2NC(=O)N(C)C(c3ccccc3)C12 (centres undefined)
  5%, -6%, -13%, 0, 2%, 1%, -7%, -9%, 20%
- COc1cccc(NC(=O)Cc2nc(-c3ccccc3)sc2-c2ccc(C)cc2)c1
  4%, -5%, 43%[activator], 0, -4%, i, -21%, 4%, 30%
- O=C(Nc1cccnc1)C12CC3CC(CC(C3)C1)C2
  -5%, -6%, 0%, -15, 6%, -2%, 4%, -5%, 27%
- CCn1c(=N)c(S(=O)(=O)c2ccccc2)cc2c(=O)n3ccccc3nc21
  0%, 63%[activator][57.1 µM], 10%, 3, -4%, 4%, 4%, 46%[activator][57.1 µM], 11%

Results in USP1 inh and TrxR1 substrate, for some of the entries so far:
SMILES	USP1 inh	TrxR1 substrate
O=C(Nc1ccc(-c2cscn2)cc1)C1CCCN(Cc2ccccc2)C1 (centres undefined)	-7%	-8%
O=C(c1sc2ccccc2c1Cl)N1CCN(c2ccccn2)CC1	-28%	6%

Screening data: PubChem BioAssay, National Center for Advancing Translational Sciences (NCATS)
